P. falciparum M1AAP: P. falciparum M1AAP inhibitors, biochemical, fluorogenic H-Leu-NHMec substrate, 1536-well (AID 1445); Aminopeptidase N (Plasmodium falciparum (isolate 3D7)); recombinant M1AAP, H-Leu-NHMec fluorogenic kinetic assay; higher % means a stronger effect; one-dose inhibition, % at 30 µM; IC50 in µM for titrated hits; actives 0.42% (n = 220,000);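 active = primary inhibition above the hit cutoff, then over 50% inhibition at one or more dose response concentrations, cut at about 23% in these data, passing the limit was not always enough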;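 also: plate controls were DMSO full reaction for no effect and no enzyme background for full effect; strong numbers were not always called active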
K1F lysis inhibition: inhibition of K1F phage lysis, E. coli UTI89, bacterial capsule biogenesis inhibitors, alamar blue (AID 488966) | E. coli UTI89 K1F phage lysis, alamar blue, 2 h; higher % means a stronger effect | inhibition, % at 100 µM; hits with a dose series show IC50 in µM | actives 0.02% (n = 340,000);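 active = phage lysis inhibition, versus mean bacterial control, above a set limit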;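 also: capsule biogenesis inhibitors block K1F phage lysis so surviving cells raise fluorescence; higher fluorescence means more inhibition of phage lysis; actives were called in the ten point dose series up to 300 µM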
Dynein transport: inhibitors of GR-EGFP nuclear translocation, primary screen, dynein cargo transport inhibitor project, imaging, high-content, 3617.4 mouse cells. actives 0.47% (n = 220,000). test concentration mostly 20 µM; stimulated with dexamethasone, 1 µM; stronger effect = lower value. z-score, hits read low. AID 1381, 2008;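 active = plate z-score of nuclear minus cytoplasmic receptor signal below a set negative limit, without overly bright fluorescence or cell loss, cut at about -3.5 in these data, passing the limit was not always enough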;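 also: z-score of nuclear minus cytoplasmic ring GR-EGFP intensity difference per well; some compounds called inactive have numbers as strong as hits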
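Medium: Induction medium lacking tetracycline, stripped serum | Probe or stimulus: 1.0 µM final dexamethasone stimulus | Schedule: 48 h induction, then 1 h compound, then 30 min agonist, 37 °C | Signal: Automated 10x imaging of fixed Hoechst-stained cells | Evaluation: Per-cell GR-EGFP intensity, nucleus versus surrounding cytoplasmic ring, well-averaged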
CSM14.1 death rescue: rescue of cells from ER stress-induced death, primary screen, 384-well, CSM14.1, thapsigargin, ATP luminescence (AID 1222) | CSM14.1 thapsigargin-induced death rescue, ATP luminescence; higher % means a stronger effect | cellular ATP content (survival), % at 20 µM; hits with a dose series show EC50 in µM | 190,000 tested, under 10 active;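 active = EC50 below 50 µM in the dose-response confirmation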;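 also: death triggered by thapsigargin at about 15 µM added after 2 h compound pretreatment; cell ATP read after overnight thapsigargin exposure of roughly 18 to 22 hours; normalized against plate controls of thapsigargin alone and 5% DMSO vehicle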
MT stabilize HCS: microtubule stabilizers in HeLa cells, primary screen, imaging, high-content imaging | HeLa tubulin immunostaining HCS, 24 h; share of cells brighter than vehicle mean+2SD | actives 0.83% (n = 200,000) | % tubulin-high responders, % at 10 µM;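 active = plate Z-score above 3 for both tubulin-high and condensed-nucleus cell shares, with cell loss under 80%, at 10 µM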;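 also: anti alpha tubulin signal scored within the nucleus-defined area of each cell; some results filed as inactive read as strong as hits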
M17LAP inhibition: P. falciparum M17LAP inhibitors, primary screen, biochemical, fluorogenic H-Leu-NHMec substrate, 1536-well (AID 1619) | recombinant M17LAP, H-Leu-NHMec fluorogenic kinetic assay; higher % means a stronger effect | inhibition, % at 30 µM, or IC50 in µM where a hit was titrated | Leucine aminopeptidase (Plasmodium falciparum (isolate 3D7)) | actives 0.38% (n = 220,000);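 active = compound inhibiting the enzyme by more than half at any dose during confirmatory dose-response retesting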;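 also: plate controls were full reaction with DMSO carrier for no effect and no enzyme background for full effect; strong numbers were not always called active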
Ins promoter up: insulin promoter activators in MIN6 cells, imaging, high-content screening, mouse beta cells | MIN6 insulin promoter-GFP reporter; stronger effect = higher value | z-score at 5 µM | actives 0.3% (n = 190,000) | AID 1625, 2009;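 active = z-score above 3 at 5 µM with at least 500 cells counted in the well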
b-catenin transl: modulators of beta-catenin nuclear translocation, primary screen, imaging, HeLa cells, immunofluorescence, high-content; nuclear translocation activity, % at 5 µM; actives 0.3% (n = 190,000);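 active = nuclear translocation activity above 50% at 5 µM, with a well cell count of 50 or more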;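 also: per-cell ratio of nuclear to cytoplasmic median beta-catenin stain intensity; plate controls were DMSO negative control for no effect and GSK-3 inhibitor IX positive control for full effect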
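System: HeLa cells, endogenous beta-catenin; compound dosing: 5 µM primary single dose, 0.1% DMSO, 0.02–20 µM confirmation series; incubation: 24 h compound exposure at 37°C, 5% CO2; signal: beta-catenin immunofluorescence imaging with DAPI; evaluation: % activation, nuclear-to-cytoplasmic median beta-catenin signal ratio per cell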
Autophagy HCS: autophagy modulators in MEF cells, primary screen, imaging, high-content, MEF GFP-LC3. MEF GFP-LC3 puncta imaging; test concentration mostly 10 µM. calls only at 10 µM (by protocol). actives 0.98% (n = 190,000);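 active = percentage of spot-positive cells more than 3 SD above its plate mean, without a fluorescence outlier flag or 80% toxicity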;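 also: spot-positive cell cutoff set from DMSO-treated cells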
Dynein transport cytoplasmic EGFP: also measured in Dynein transport; calls as there; z-score; measured here: cytoplasmic GR-EGFP intensity; stronger effect = higher value
Dynein transport nuclear GR-EGFP: recorded beside Dynein transport, whose call it bears; z-score; measured here: nuclear GR-EGFP intensity;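 lower value marks the stronger effect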
Dynein transport cell count: also measured in Dynein transport; calls as there; z-score; measured here: cell count per field
Ins promoter up cell count: recorded beside Ins promoter up, whose call it bears; cell count; measured here: cytotoxicity, nuclei count;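 total cells summed across four imaged fields per well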
b-catenin transl cell count 5 µM: also measured in b-catenin transl; calls as there; cell count; measured here: cell count, cytotoxicity flag
MT stabilize HCS Hoechst-high %: recorded beside MT stabilize HCS, whose call it bears; % Hoechst-high responders; measured here: nuclear condensation Hoechst responders;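 share of cells brighter than vehicle mean plus two SD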
MT stabilize HCS cytotoxicity %: second read-out of MT stabilize HCS, no call of its own (marks repeat the call); toxicity, %; measured here: cytotoxicity by cell density;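 0% = mean cell density of plate MIN control wells and 100% = no cells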
Autophagy HCS cell loss 18 h: also measured in Autophagy HCS; calls as there; toxicity, %; measured here: cell loss, nuclei count;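 cell loss after 18 h compound exposure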
Starred values were filed as active, the others as inactive; i = inactive; . = not tested or not shown; [ ] = another dose, or the depositor's remark.

Below each SMILES – P. falciparum M1AAP	K1F lysis inhibition	Dynein transport	Dynein transport cytoplasmic EGFP	Dynein transport nuclear GR-EGFP	Dynein transport cell count	CSM14.1 death rescue	MT stabilize HCS	MT stabilize HCS Hoechst-high %	MT stabilize HCS cytotoxicity %	M17LAP inhibition	Ins promoter up	Ins promoter up cell count	b-catenin transl	b-catenin transl cell count 5 µM	Autophagy HCS	Autophagy HCS cell loss 18 h
- COc1ccc(CCNC(=O)C(=O)Nc2nccs2)cc1OC
→ 2.8%	0.5%	0.161	-0.222	0.619	1.28	-3.5%	2.9	2.2	6.0	-13.9%	-0.56	1877	1.4	966	i	5.8
- CC(=O)c1sc2nc(-c3cccs3)ccc2c1N
→ 14.4%	0.0%	-0.694	4.65	0.431	0.175	-1.4%	2.0	1.5	1.6	-29.5%	0.14	814	.	.	i	0.9
- Cc1cc(C)c2nc(-c3ccccn3)cc(C(=O)n3cccn3)c2c1
→ -0.6%	0.4%	1.3	-0.324	0.919	-0.366	-1.8%	3.9	1.7	6.2	-7.2%	1.07	1490	-0.4	1503	i	14.0
- CCC(CC)C(=O)c1c[nH]c(C(=O)N2CCN(c3ccccc3F)CC2)c1
→ 7.2%	1.2%	0.601	-0.209	0.571	-1.21	.	4.6	3.1	6.8	-4.6%	-0.1	1270	-0.6	1091	i	-8.2
- COc1ccc(C(=O)C2CCCN(C(=O)c3n[nH]c4c3CCCC4)C2)cc1OC (stereo unspecified)
→ 9.4%	0.0%	0.549	-0.152	0.642	-0.237	0.7%	3.1	2.5	5.1	-11.4%	.	.	-2.4	1006	i	-6.9
- CCCCNC(=O)c1nnn(-c2ccccc2)c1N
→ -5.2%	-0.2%	-0.7	0.00686	-0.255	0.598	-0.4%	2.3	2.2	6.4	13.4%	.	.	-0.3	1158	i	2.0
- Cc1cc(C)nc(N2CCC(C(=O)Nc3cccc(C(F)(F)F)c3)CC2)n1
→ 0.9%	-0.1%	-0.645	-0.205	-0.144	0.445	2.3%	5.7	3.9	9.5	-2.9%	0.74	1177	-1.8	1226	i	6.0
- CCOC(=O)COc1cccc2c(=O)n(CC(=O)N3CCC(C)CC3)ccc12
→ 0.7%	-2.4%	-0.352	0.528	0.222	0.137	-2.6%	2.9	1.4	8.9	4.0%	0.05	1402	-4.2	1181	i	-4.5
- Cc1ccc(CN2CCN(C(=O)c3ccncc3)CC2)cc1
→ 2.4%	0.0%	0.876	-0.215	0.0831	-0.141	-1.1%	2.6	2.2	7.6	-2.5%	.	.	-0.4	987	i	13.6
- N#Cc1ccc(OCC(=O)Nc2ccccc2NS(=O)(=O)c2cccs2)cc1
→ -6.0%	-0.2%	-0.734	-0.104	0.169	-0.1	1.2%	1.8	1.6	4.2	27.5%	-0.28	1262	-1.0	983	i	0.7
- O=S(=O)(c1ccc(F)cc1)N1CCCC(CO)C1 (stereo unspecified)
→ 6.0%	0.9%	-0.2	-0.188	-0.263	0.513	-4.5%	1.5	1.6	0.9	-8.4%	0.08	1563	-1.0	1358	i	22.5
- COc1ccc(C(=O)NCC(=O)O)cc1
→ 2.9%	0.8%	0.000783	-0.126	-0.0471	-0.948	1.3%	3.3	2.3	4.2	1.2%	0.29	1245	-1.6	1154	i	3.5
- CCOC(=O)CCC(=O)NCc1ccc2c(c1)cc(C)n2C
→ 6.0%	5.1%	-0.0427	-0.387	0.0169	0.356	-0.8%	4.4	1.3	9.0	-3.5%	0.12	1661	-1.6	1302	i	-56.1
- Cc1c(C(=O)NCC(C)C)sc2nc(-c3ccc(F)cc3)cn12
→ -1.1%	2.1%	-0.278	-0.172	0.0827	0.313	-2.8%	2.0	1.6	4.1	-5.0%	0.21	1881	-1.2	1049	i	-9.2
- CCCSC1=C(C#N)C(c2cccs2)C(C(=O)Nc2ccccc2)=C(C)N1 (stereo unspecified)
→ -3.9%	0.8%	-0.484	0.261	-0.317	0.665	0.5%	2.8	1.0	4.6	-8.6%	.	.	1.3	1051	i	-9.7
- COC(=O)c1oc2ccccc2c1N
→ 3.0%	1.3%	-0.301	0.227	0.118	-0.051	0.6%	2.5	1.3	12.5	3.0%	-0.7	1045	.	.	i	18.8
- CCC(=O)NC(NC(=S)Nc1ccc(S(N)(=O)=O)cc1)C(Cl)(Cl)Cl (stereo unspecified)
→ 3.8%	0.6%[50 µM]	-0.707	-0.286	-0.513	0.445	7.6%	4.6	2.1	10.6	-0.2%	.	.	-0.3	930	i	-10.2
- C=C(Br)Cn1c(CCCC)nc2ccccc21
→ -5.2%	0.3%	0.181	-0.233	0.077	0.837	-1.7%	1.7	1.8	6.8	-9.8%	0.2	1286	.	.	i	-9.0
- COc1ccc(OC)c(S(=O)(=O)N2CCC(C(=O)NCc3ccccc3)CC2)c1
→ 57.9%*	0.0%	-0.833	-0.196	-0.187	0.334	2.7%	5.7	2.8	9.8	-8.8%	-0.12	1479	-0.8	851	i	1.6
- CCC(=O)N(C)CCc1cc2c(c(OC)c1/C=N/NC(=O)c1ccc(Br)cc1)OCO2
→ 8.8%	-0.6%	-0.376	-0.226	-0.0286	-0.0371	1.4%	2.4	1.5	2.5	5.8%	0.31	1295	-0.6	942	i	1.6
- O=S(=O)(NCCSc1ccc(Cl)cc1)c1ccc2c(c1)OCCO2
→ 4.0%	3.5%	-0.906	-0.196	-0.164	-0.106	-5.0%	1.8	0.9	6.7	6.4%	-0.41	1140	-0.8	1159	.	.
- CC(C)Oc1ccc(CCN=C(N)N=C(N)N)cc1Cl
→ -1.3%	-0.2%	0.862	0.00701	0.886	-1.4	-1.5%	4.8	2.9	7.8	-0.8%	0.56	1506	3.8	814	i	5.2
- CCCCOc1ccc(Cl)cc1CSc1n[nH]c(C)n1
→ 9.6%	6.7%	0.155	-0.188	-0.314	-0.596	-2.0%	2.7	1.6	5.2	8.4%	.	.	.	.	i	-4.8
- Cc1c(C(=O)O)c(C(=O)O)c2n1CCS2
→ -3.8%	-0.5%	0.921	-0.242	0.359	-0.894	.	.	.	.	-5.7%	1.02	1464	0.1	1334	.	.
- CC(C)(C)N(Cc1ccccc1)C(=O)COC(=O)c1cccc([N+](=O)[O-])c1
→ 5.2%	0.2%	-0.449	-0.361	0.0739	0.268	.	4.0	2.3	6.9	0.2%	0.61	1020	-1.0	1125	i	-6.3
- O=C(NNC(=O)[C@@H]1CCCC[C@@H]1C(=O)O)c1cccs1
→ 3.9%	0.9%	0.187	-0.238	-0.0387	1.3	-1.0%	2.9	2.5	6.3	3.9%	.	.	2.2	542	i	2.2
- CC(NC(=O)Nc1nnc(C(F)(F)F)s1)(C(F)(F)F)C(F)(F)F
→ 0.4%	0.8%	-0.681	-0.152	-0.00955	0.143	2.1%	4.3	0.7	11.4	0.7%	-1.54	1181	-0.1	832	i	8.2
- Cc1oc(C)c2c(=O)ccc3c(c12)OC(N)=C(C#N)C3c1ccc(F)cc1 (stereo unspecified)
→ 3.2%	-2.4%[50 µM]	1.71	12.7	3.86	0.267	1.9%	1.5	2.5	11.0	5.9%	.	.	-0.3	867	i	1.1
- FC(F)(F)c1cnc(C(c2ccccn2)c2ncn[nH]2)c(Cl)c1 (stereo unspecified)
→ -7.1%	-1.4%	-0.421	-0.335	0.0652	1.36	0.7%	4.2	2.6	5.7	8.1%	-0.35	1377	-3.1	1102	i	19.1

Printed as active in P. falciparum M1AAP, of those listed so far:
Molecule,P. falciparum M1AAP,Dynein transport,Dynein transport cytoplasmic EGFP,Dynein transport nuclear GR-EGFP,Dynein transport cell count,MT stabilize HCS Hoechst-high %,M17LAP inhibition
COc1ccc(OC)c(S(=O)(=O)N2CCC(C(=O)NCc3ccccc3)CC2)c1,57.9%*,-0.833,-0.196,-0.187,0.334,2.8,-8.8%

High-throughput results from PubChem BioAssay.

No enrichment for hits. About 2.9% of those tested had a hit in this group.
